Screening data (PubChem BioAssay)
Mot1-301 SUMO: yeast Mot1-301 growth rescue at high temperature, primary screen, SUMOylation pathway inhibitor project, S. cerevisiae, ATP luminescence, 38.5C; S. cerevisiae Mot1-301 growth rescue; percent above DMSO median, 100 means doubled; growth rescue, % at 18.8 µM; 1% of 320,000 active;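 active = every valid replicate shows activation above 250% relative to neutral control wells; inactive = the rest, any valid replicate at or below 250%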;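 note: OY570 slx delta 5 strain wells were the positive control but not used for scaling; some compounds called inactive have numbers as strong as hits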
MOR-DOR inv ag: inverse agonists of MOR-DOR heterodimerization, primary screen, cell-based, luminescence; 0.21% of 340,000 active; inhibition, % at 9.3 µM; Mu-type opioid receptor (Homo sapiens) + Delta-type opioid receptor (Homo sapiens), …; cell-based MOR-DOR heterodimer luminescence, inverse agonism; AID 504357, 2011; in the data active = inhibition above about 22%, passing the limit was not always enough;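 note: 0% = cells with DMSO and 100% = wells without cells with DMSO; values of inactives mirror those of a sister screen read the other way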
E coli growth: E. coli V3065 growth inhibition, primary screen, counter-screen for AddAB inhibitor project, absorbance, OD600. 18 h. inhibition, % at 11.9 µM. 0.27% of 330,000 active. AID 449728, 2010;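 active = inhibition above the campaign's mean inhibition across all tested compounds plus 3 SD, cut at about 9.9% in these data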;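 note: uninfected addAB+ strain grown without phage in ampicillin broth; 0% = DMSO wells and 100% = ciprofloxacin 0.95 µg/ml wells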
phage Ecoli inh: growth loss of phage-infected E. coli, primary screen, RecBCD inhibitor project, absorbance, with phage, HTS; inhibition, % at 11.9 µM; AID 651602, 2012; 0.26% of 360,000 active; in the data active = inhibition above about 11%
PfHsp90 yeast 2: growth inhibition of PfHsp90-expressing yeast, primary screen, antimalarial PfHsp90 inhibitor project, S. cerevisiae, BacTiter-Glo luminescence, single point, set 2; 0.32% of 310,000 active; inhibition, % at 9.4 µM; BacTiter-Glo ATP, 48 h; yeast lacking PDR1 and PDR3 efflux regulators;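 active = every replicate shows inhibition above about 80%, whatever the replicate mean, limit read from the data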;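 note: 0% = DMSO neutral controls and 100% = 20 µM radicicol positive controls; yeast relying on Plasmodium falciparum Hsp90 in place of its own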
Arr AP2 block: inhibitors of beta-arrestin/AP2 binding, primary screen, biochemical, GPCR trafficking, flow cytometry; beta-arrestin 1 C-terminal peptide binding to AP2 beta2-adaptin appendage (human); FITC-arrestin peptide / GST-AP2 beads; AP2 beta2 appendage carries R879A mutation; inhibition, % at 10 µM; 0.31% of 340,000 active;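 active = inhibition above a set limit, near 3 SD of compounds lacking own fluorescence, cut at about 54% in these data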;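 note: plate controls were DMSO wells for no effect and 5 µM unlabelled arrestin peptide for full effect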
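System: GST-tagged AP2 beta2-adaptin appendage (R879A) on 4 µm glutathione beads / Reagent: FITC-arrestin peptide, 50 nM / Detection: HyperCyt-sampled flow cytometry, FL1 channel, ex 488/em 535 nm / Timing: 12 min plus 1 h, RT / Buffer or medium: PBS plus Tween 20 (0.05%) and BSA (0.1%)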
AddAB inh: growth inhibition of E. coli expressing H. pylori AddAB, primary screen, AddAB inhibitor project, absorbance; 0.29% of 330,000 active; inhibition, % at 11.9 µM; in the data active = inhibition above about 12%;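 note: 0% = vehicle wells of infected cells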
DSG3 Ab inh: inhibitors of pemphigus antibody binding to DSG3, primary screen, biochemical, bead-based, flow cytometry, scFv-GFP; binding (percent of control), % at 10 µM; 0.48% of 310,000 active; DSG3-coupled beads, scFv-anti-DSG3-GFP binding; stronger effect = lower value; Desmoglein-3 (Homo sapiens), P32926;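 active = binding more than 3 SD below its plate's average and above zero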;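 note: hits lower antibody fragment binding to DSG3; some compounds called inactive have numbers as strong as hits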
Target sequence (P32926 whole entry, looked up, the tested form may be a part): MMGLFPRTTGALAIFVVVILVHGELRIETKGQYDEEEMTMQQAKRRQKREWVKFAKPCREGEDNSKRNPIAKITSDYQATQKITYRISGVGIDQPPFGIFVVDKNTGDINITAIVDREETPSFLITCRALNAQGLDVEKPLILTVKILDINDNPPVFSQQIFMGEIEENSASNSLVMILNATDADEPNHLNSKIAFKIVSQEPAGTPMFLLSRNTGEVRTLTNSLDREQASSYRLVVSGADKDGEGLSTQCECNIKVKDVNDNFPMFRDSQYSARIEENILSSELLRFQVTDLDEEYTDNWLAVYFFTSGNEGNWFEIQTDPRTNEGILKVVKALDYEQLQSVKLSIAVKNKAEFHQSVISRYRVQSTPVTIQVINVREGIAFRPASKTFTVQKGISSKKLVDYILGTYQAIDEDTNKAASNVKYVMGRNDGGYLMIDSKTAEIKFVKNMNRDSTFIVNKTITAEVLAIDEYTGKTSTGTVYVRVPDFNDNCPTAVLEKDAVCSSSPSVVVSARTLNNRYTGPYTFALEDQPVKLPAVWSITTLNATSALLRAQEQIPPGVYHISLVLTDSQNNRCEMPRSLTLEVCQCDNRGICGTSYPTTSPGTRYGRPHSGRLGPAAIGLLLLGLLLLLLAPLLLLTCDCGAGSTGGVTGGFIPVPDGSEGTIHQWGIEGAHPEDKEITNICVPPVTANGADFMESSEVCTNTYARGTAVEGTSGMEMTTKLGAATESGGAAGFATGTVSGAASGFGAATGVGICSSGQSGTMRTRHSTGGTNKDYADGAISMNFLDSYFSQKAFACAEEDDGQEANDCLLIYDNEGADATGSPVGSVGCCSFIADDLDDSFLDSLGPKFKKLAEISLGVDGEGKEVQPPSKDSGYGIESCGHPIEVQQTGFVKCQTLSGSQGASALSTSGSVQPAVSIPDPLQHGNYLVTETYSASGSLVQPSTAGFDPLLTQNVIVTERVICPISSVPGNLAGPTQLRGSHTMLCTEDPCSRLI
MOR-DOR ag: agonists of OPRM1-OPRD1 heterodimerization, primary screen, cell-based, luminescence | Mu-type opioid receptor (Homo sapiens) + Delta-type opioid receptor (Homo sapiens), … | cells | activation, % at 9.3 µM | 0.3% of 340,000 active; in the data active = activation above about 18%;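 note: 0% = vehicle-treated cells and 100% = reference agonist; values of inactives mirror those of a sister screen read the other way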
PKA-R1A act: activators of PKA-R1A holoenzyme, primary screen, biochemical, fluorescence polarization, Cy5-IP20, bovine R1A, mouse PKAc. PKA-R1A dissociation; scaled: DMSO 0%, 113 µM cGMP 100%. 0.083% of 340,000 active. activation, % at 11.4 µM. AID 504707, 2011. cAMP-dependent protein kinase type I-alpha regulatory subunit (Bos taurus) + …;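 active = percent activation above the mean of all tested compounds plus 3 SD, cut at about 19% in these data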;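 note: higher means more PKAc released from R1A so a rise in polarization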
Tat export inh: E. coli Tat export inhibitors, primary screen, MC4100, TorA-mCherry reporter, fluorescence, single point. inhibition, % at 10 µM. 0.036% of 340,000 active. AID 488895, 2010;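 active = mean replicate inhibition at least 50% and at least half of replicates individually reaching 50%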;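 note: exported cargo escapes ClpAP degradation while cytoplasmic cargo is degraded and loses fluorescence; 0% = median of neutral control wells and 100% = median of NaSCN control wells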
* marks the source's active call; other numbers are inactive results; . = no result given.

SMILES	Mot1-301 SUMO	MOR-DOR inv ag	E coli growth	phage Ecoli inh	PfHsp90 yeast 2	Arr AP2 block	AddAB inh	DSG3 Ab inh	MOR-DOR ag	PKA-R1A act	Tat export inh
Cc1[nH]c2ccc(F)cc2c1CCN1C(=O)OC(C)(C)C1(C)O (stereo unspecified)	15	20	-1.8	-0.3	10	-6	-0.7	97	-3.8	-3	3
Cc1ccc(CNC(=O)c2ccc(Br)o2)cc1	8	15	-0.1	5.6	6	3	2.5	101	-2.7	-9	-10
CC(=O)Nc1ccc(S(=O)(=O)N2CCC(n3cnc4cc(F)ccc43)CC2)cc1	-19	10	0.7	2.3	-7	2	2.1	.	-1.9	-10	4
CCCN1CCN(CCCNC(=O)CN2C(=O)COc3ccccc32)CC1	-9	9	0.9	2.3	-12	-9	1.3	97	-1.5	2	-3
CC1=NN2C(=N)/C(=C\c3cc(C)n(-c4ccc(C)cc4)c3C)C(=O)N=C2S1	-10	-1	-2.7	-1.2	-5	6	1.6	110	0.2	-7	-1
COc1ccc(C(C(O)C(=O)c2c[nH]c3ccccc23)N2CCN(c3ccccc3)CC2)cc1 (stereo unspecified)	-19	-21	-0.5	-1.1	0	-3	-1.6	106	3.6	-13	6
COc1ccc(/C=N/Nc2ncnc3sc(C)c(C)c23)cc1	-6	-1	2.2	1.7	1	-8	3.4	93	0.1	-1	-7
Cn1c(-c2ccc(Br)o2)nc2cc(Br)ccc21	40	-13	0.6	0.1	-11	8	2.6	112	2.8	-9	-1
COc1ccc(Br)cc1CNc1ccc(S(N)(=O)=O)cc1	1	7	2.2	1.1	5	27	3.1	104	-1.4	-6	26
N#Cc1ccccc1S(=O)(=O)N1CCN(c2nc(-c3cccnc3)nc3ccccc23)CC1	.	13	.	4.1	-13	12	.	103	-2.6	-7	-1
CCc1ccc(S(=O)(=O)NCC(O)COc2ccc(OC)cc2)cc1 (stereo unspecified)	4	.	-1.7	2.1	.	-9	0.2	107	.	.	.
N#Cc1cc2c([nH]c1=O)CCCC2	-13	7	0.9	0.0	-13	6	1.0	94	-1.4	10	-5
Cc1ccc2nc(-c3ccc(SCC(=O)O)nc3)[nH]c2c1	-9	2	0.0	-0.2	19	28	-0.2	96	-0.4	4	-1
COC(=O)C1=C(Nc2ccc(C)cc2)C=C(C)C(C(=O)OC)C1c1ccc(OC)cc1 (stereo unspecified)	43	5	-1.6	0.2	17	10	-1.0	.	-1.1	-5	-3
COc1ccc(C(=O)NNC(=O)C(NC(=O)c2ccccc2NC(=O)c2ccco2)C(C)C)cc1 (stereo unspecified)	282	5	1.5	1.5	-17	-7	-0.8	88	-0.8	-6	-7
CCN1C(=O)C(O)(CC(=O)C(C)(C)C)c2cc(Br)ccc21 (stereo unspecified)	4	6	1.2	7.1	0	5	4.2	99	-0.8	-5	-2
COc1ccc(-n2c(SCC(=O)O)nc3sc4c(c3c2=O)CCCC4)cc1	7	6	-0.1	1.8	-16	59*	-1.0	79*	-1.1	3	-1
O=C1Nc2ccc3sc4ccccc4c3c2C1=O	3	.	1.1	3.6	.	-5	4.8	99	.	.	22
CC(C)CCNC(=O)C1C2C=CC3(CN(Cc4ccccc4Cl)C(=O)C13)O2 (stereo unspecified)	104	-6	-0.5	0.7	-11	6	-0.1	111	1.0	2	-9
CCCCNC(=O)CN1C(=O)NC(CCc2ccccc2)C1=O (stereo unspecified)	45	15	2.5	1.1	19	3	1.2	95	-2.8	-10	2
COc1cccc(N=Nc2c(=O)[nH]n3c(=O)cc(C)[nH]c23)c1	372*	19	2.8	2.2	4	10	2.4	94	-3.3	-2	-3
c1ccc(CSc2nnc([C@@H]3CCCN3)o2)cc1	20	5	0.2	2.1	.	-4	1.6	99	-1.0	5	-3
O=C(O)/C=C/c1ccc(Oc2ncccn2)cc1	6	5	0.4	1.8	10	26	-0.4	94	-0.8	7	-1
Cc1ccc(NN=C2c3ccccc3-c3ccccc32)cc1	5	-44	-1.0	1.6	13	-6	3.4	111	7.9	-6	-4
Cc1cc(C)c(C)c(S(=O)(=O)N2CCN(c3ncnc4sc(C)c(C)c34)CC2)c1C	-1	8	0.2	.	-1	-12	-0.9	.	-1.5	-8	-2
(listing goes on)
SMILES	Mot1-301 SUMO	MOR-DOR inv ag	E coli growth	phage Ecoli inh	PfHsp90 yeast 2	Arr AP2 block	AddAB inh	DSG3 Ab inh	MOR-DOR ag	PKA-R1A act	Tat export inh
COc1cc(C(=O)OCC(=O)c2cc(C)n(C)c2C)cc(OC)c1OC	-11	14	1.2	2.6	.	1	0.9	104	-2.4	3	-7
O=C1C=C(c2cccc(CO)c2)C[C@@H](c2ccc(F)cc2)C1	-3	6	0.1	2.1	-8	14	-1.4	98	-1.2	8	0
COc1ccc(C(=O)Nc2ccc(S(=O)(=O)NC(C)(C)C)cc2)cc1[N+](=O)[O-]	4	4	3.5	1.5	11	37	0.7	98	-0.8	-3	1
CCOc1cccc(/C=C(\C#N)C(=O)NC2CC2)c1	39	11	1.3	1.2	3	2	-1.7	112	-2.1	0	-2
Cc1cc(C)n(-c2n[nH]c(=O)c3ccccc23)n1	3	-5	-0.3	0.0	19	-4	3.5	104	0.9	-1	-9
COC(=O)CNC(c1ccccc1)c1cc(Br)ccc1NC(C)=O (stereo unspecified)	25	16	-1.7	3.1	-13	-3	-1.9	104	-3.1	-6	4
COc1cccc(OC)c1C(=O)Nc1ccc(CN2CCOCC2)cc1	-6	9	0.8	1.7	0	5	0.0	90	-1.4	-8	1
O=C(NCCCO)C(=O)Nc1cc2c3c(c1)CCC(=O)N3CCC2	3	10	-0.4	0.7	2	35	1.4	129	-1.9	5	2
CCC(C)[C@H](NC(=O)NC1CCCc2ccccc21)C(=O)O (stereo partly specified)	-2	-31	-0.8	3.6	2	2	0.7	99	6.1	4	-3
CCCCC1=C(C(=O)OCC)C(C(=O)OCC)Oc2ccccc21 (stereo unspecified)	.	-12	1.1	2.3	-6	-7	0.9	103	2.3	3	2
CCn1c(SCC(=O)NC2CCCC2)nnc1-c1ccccn1	4	8	0.7	-0.7	6	-6	-0.4	.	-1.6	-18	8
O=C1NC(=O)/C(=C\c2ccc(N3CCOCC3)o2)N1	33	-1	-0.6	2.3	-1	6	-1.4	107	0.3	6	-10
CCCc1nc2c([nH]1)c(=O)n(C)c(=O)n2C	-6	15	1.0	-1.0	8	-7	1.6	93	-2.7	8	3
Cn1cccc1/C=C(\C#N)C(N)=S	-8	23	1.5	1.5	0	-2	0.9	.	-4.7	-9	-5
CCOC(=O)C1=C(CSc2nc3c(cc2C#N)CN(C)CC3)OC(N)=C(C#N)C1c1ccncc1 (stereo unspecified)	-13	-1	-0.8	1.3	-22	-9	1.9	104	0.2	2	1
COC(=O)CNC(=O)c1cccc(-c2ccc(OC)cc2)c1	7	-6	1.3	4.3	2	1	0.2	108	0.9	-1	-5
COc1ccc(C)cc1NC(=O)CCN1CCCC1	-12	-2	-1.3	2.9	3	10	0.7	120	0.4	-16	-2
CN(C)/C=N/N(C)c1ncccc1[N+](=O)[O-]	0	4	0.7	2.8	-24	9	0.9	112	-0.7	-6	13
CCOC(=O)c1sc(NC(=O)CN2C(=O)NC3(CC(C)CC(C)(C)C3)C2=O)cc1C (stereo unspecified)	-10	4	2.1	1.9	-15	5	2.3	88	-0.7	-9	4
O=C(O)C1CCN(C(=O)c2ccccc2Cl)CC1	-3	15	-2.2	2.9	.	5	0.9	98	-2.9	0	10
O=C(/C=C/c1ccc(Cl)cc1Cl)N(Cc1ccccc1)C1CCS(=O)(=O)C1 (stereo unspecified)	-15	-21	0.1	2.6	-16	-13	4.8	100	4.6	4	15
COc1ccccc1N1CCN(C(=O)CSc2nnc(NC(=O)C3CC3)s2)CC1	-1	8	-1.0	0.6	.	-12	0.1	106	-1.4	-7	-3
C=CCOc1ccc(C2c3c(oc4ccccc4c3=O)C(=O)N2CCCN2CCOCC2)cc1 (stereo unspecified)	67	1	-0.9	2.3	5	29	-0.1	100	-0.2	-5	12
Cc1cc(C)n(-c2ccc(C(=O)NCc3ccc(F)cc3)cc2)n1	0	14	-2.1	1.1	20	-7	4.5	99	-3.0	-7	0
O=C(c1cc(-c2ccc(Cl)cc2Cl)on1)N1CCN(C(=O)c2ccco2)CC1	-13	-56	0.5	5.0	-26	3	2.5	106	9.4	-9	3
Clc1ccc2nc(-c3ccccc3)nc(C(Cl)Cl)c2c1	.	-8	.	1.1	-34	6	.	101	1.6	4	2
Nc1nc(NCCN2CCOCC2)nc(NCc2ccccc2)c1[N+](=O)[O-]	8	-3	0.8	3.3	-6	10	5.9	.	0.6	6	3

Some of these compounds in order of length of the SMILES, high to low:
SMILES	Mot1-301 SUMO	MOR-DOR inv ag	E coli growth	phage Ecoli inh	PfHsp90 yeast 2	Arr AP2 block	AddAB inh	DSG3 Ab inh	MOR-DOR ag	PKA-R1A act	Tat export inh
CCOC(=O)C1=C(CSc2nc3c(cc2C#N)CN(C)CC3)OC(N)=C(C#N)C1c1ccncc1 (stereo unspecified)	-13	-1	-0.8	1.3	-22	-9	1.9	104	0.2	2	1
O=C(/C=C/c1ccc(Cl)cc1Cl)N(Cc1ccccc1)C1CCS(=O)(=O)C1 (stereo unspecified)	-15	-21	0.1	2.6	-16	-13	4.8	100	4.6	4	15
O=C(NCCCO)C(=O)Nc1cc2c3c(c1)CCC(=O)N3CCC2	3	10	-0.4	0.7	2	35	1.4	129	-1.9	5	2
CCCCC1=C(C(=O)OCC)C(C(=O)OCC)Oc2ccccc21 (stereo unspecified)	.	-12	1.1	2.3	-6	-7	0.9	103	2.3	3	2
CCOc1cccc(/C=C(\C#N)C(=O)NC2CC2)c1	39	11	1.3	1.2	3	2	-1.7	112	-2.1	0	-2
Cn1cccc1/C=C(\C#N)C(N)=S	-8	23	1.5	1.5	0	-2	0.9	.	-4.7	-9	-5
